PABP1 MLLE inh – inhibitors of PABP1 MLLE–PAM2 peptide binding, primary screen, biochemical, fluorescence polarization, FITC-PAM2, GST-MLLE. AID 588489, 2011. Polyadenylate-binding protein 1 (Homo sapiens), P11940. inhibition, % at 20 µM. actives 0.36% (n = 360,000); in the data active = inhibition above about 35%, passing the limit was not always enough;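 also: plate controls were DMSO wells with GST-MLLE for no effect and wells lacking GST-MLLE protein for full effect; some results filed as inactive read as strong as hits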
Scp-1 inhibitor – Scp-1 phosphatase inhibitors, primary screen, biochemical, colorimetric, uHTS; Recombinant Scp1, phosphopeptide, malachite green phosphate absorbance; inhibition, % at 20 µM; actives 0.88% (n = 340,000); AID 493091, 2011;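 active = inhibition above about 50% at 20 µM, limit read from the data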;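 also: plate controls were DMSO wells with enzyme for no effect and wells lacking enzyme for full effect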
Target sequence (Q9GZU7 76-261 limits assumed): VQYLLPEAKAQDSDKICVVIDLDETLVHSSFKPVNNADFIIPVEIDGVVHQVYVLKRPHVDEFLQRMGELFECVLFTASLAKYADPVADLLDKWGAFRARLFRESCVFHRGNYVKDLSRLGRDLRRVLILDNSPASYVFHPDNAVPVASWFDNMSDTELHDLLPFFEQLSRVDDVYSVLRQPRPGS
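Incubation: 45 min enzyme reaction at room temperature / System: truncated SCP-1 phosphatase (76-261aa) / Reagent: Phospho 17-mer peptide substrate / Buffer or medium: Acidic Tris acetate buffer with magnesium and detergent / Signal: absorbance at 630 nm / Doses: one concentration, 20 µM, with 1.0% DMSO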
SUMO1 PPI mod – modulators of SUMO1 protein-protein interactions, primary screen, biochemical, uHTS. Small ubiquitin-related modifier 1 (Homo sapiens), P63165. SUMO1 binding to a labelled peptide, TR-FRET, 1 h. inhibition, % at 20 µM. actives 0.33% (n = 360,000); in the data active = inhibition above about 37%
LMPTP inh – LMPTP phosphatase inhibitors, primary screen, biochemical, fluorescence intensity, uHTS. recombinant LMPTP-A, OMFP fluorogenic substrate. inhibition, % at 20 µM. actives 0.22% (n = 360,000). AID 651560, 2012;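 active = compounds that cut the enzyme signal by at least half of the control window in the single-dose screen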;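 also: plate controls were DMSO wells with enzyme plus substrate for no effect and substrate without enzyme for full effect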
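Buffer or medium: Bis-Tris pH 6.0, DTT, detergent; Assay system: LMPTP-A enzyme; Quantity: 0.625 nM enzyme; Detection: endpoint fluorescence intensity; Times: 50 min dark incubation at room temperature; Controls: substrate-only low control, DMSO enzyme-plus-substrate high control; Doses: single 20 µM dose; Read-out: percent inhibition versus substrate-only and uninhibited controls; Reagent: 400 µM OMFP.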
Tb MetRS inh – T. brucei MetRS inhibitors, primary screen, biochemical, luminescence. purified T. brucei MetRS, ATP depletion, Kinase-Glo luminescence. actives 0.4% (n = 360,000). methionyl-tRNA synthetase (Trypanosoma brucei brucei). inhibition, % at 11.9 µM;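 active = inhibition above a per-plate cutoff of the control wells' mean inhibition plus 3 SD, cut at about 5.5% in these data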;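 also: 0% = DMSO wells median and 100% = median of wells with control inhibitor compound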
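Material – parasite MetRS enzyme · Medium – HEPES-MgCl2-KCl buffer plus DTT, spermine, BSA, pyrophosphatase · Reagent – ATP, methionine and E. coli bulk tRNA substrates · Times – 15 min enzyme-compound preincubation, 2 h reaction, 10 min detection, 25 °C · Measured by – luminescence of leftover ATP · Evaluation – percent inhibition relative to median high and low control wells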
STEP inh – STEP phosphatase inhibitors, primary screen, biochemical, fluorescence intensity, uHTS. Tyrosine-protein phosphatase non-receptor type 5 (Homo sapiens), P54829. recombinant STEP, OMFP fluorogenic substrate. inhibition, % at 20 µM. actives 0.25% (n = 360,000). AID 588621, 2011;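 active = inhibition at 20 µM, scaled per plate between control wells, above about 37%, limit read from the data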;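 also: 0% = DMSO with enzyme and substrate and 100% = substrate only without enzyme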
Target sequence (P54829 whole entry, looked up): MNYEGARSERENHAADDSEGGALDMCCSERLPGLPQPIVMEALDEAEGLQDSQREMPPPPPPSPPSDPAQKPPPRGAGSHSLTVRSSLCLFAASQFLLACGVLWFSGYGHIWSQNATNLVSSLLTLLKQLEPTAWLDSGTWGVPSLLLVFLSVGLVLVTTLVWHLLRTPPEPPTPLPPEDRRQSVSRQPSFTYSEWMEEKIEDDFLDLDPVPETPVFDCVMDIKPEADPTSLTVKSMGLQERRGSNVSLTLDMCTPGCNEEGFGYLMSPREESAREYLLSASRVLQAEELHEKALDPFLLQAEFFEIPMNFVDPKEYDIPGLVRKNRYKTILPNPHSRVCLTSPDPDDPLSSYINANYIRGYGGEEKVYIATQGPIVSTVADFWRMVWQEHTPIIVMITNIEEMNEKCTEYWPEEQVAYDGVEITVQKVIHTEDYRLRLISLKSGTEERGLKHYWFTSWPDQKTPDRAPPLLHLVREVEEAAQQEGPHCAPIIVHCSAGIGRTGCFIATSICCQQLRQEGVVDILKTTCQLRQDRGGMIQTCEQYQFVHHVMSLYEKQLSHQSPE
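Test system: STEP tyrosine phosphatase / Reagent: OMFP at 25 µM / Doses: 20 µM, 1% DMSO / Read-out: percent inhibition scaled to no-enzyme and uninhibited-enzyme controls, plate-pattern corrected / Detection: FITC-channel fluorescence of OMFP product / Medium: Bis-Tris buffer pH 6.0, 2.5 mM DTT, 0.005% Tween 20 / Schedule: 20 min at room temperature, dark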
NadD inh – inhibitors of S. aureus NadD, primary screen, biochemical, colorimetric, uHTS; inhibition, % at 20 µM; actives 0.78% (n = 360,000); purified NadD enzyme, colorimetric absorbance read-out; AID 602399, 2012; Nicotinate-nucleotide adenylyltransferase NadD (Staphylococcus aureus N315); in the data active = inhibition above about 26%; also: some compounds past the cut are filed as inactive
Rpn11 inh – Rpn11 (PSMD14) deubiquitinase inhibitors, primary screen, biochemical, fluorescence polarization, uHTS | human 26S proteasome, Ub4-pepOG fluorescence polarization; 20S core pre-blocked with epoxomicin | calls only at 20 µM | actives 0.59% (n = 360,000) | AID 588493, 2011;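 active = inhibition at 20 µM, scaled to each plate's controls, above about 33%, limit read from the data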
CSN inh – inhibitors of CSN-mediated cullin deneddylation, primary screen, biochemical, fluorescence polarization, uHTS. COP9 signalosome complex subunit 5 (Homo sapiens), Q92905. Purified CSN, SCF-Nedd8-OG deneddylation. inhibition, % at 12.5 µM. actives 0.38% (n = 360,000). AID 651999, 2013;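 active = pattern-corrected inhibition above about 35%, with an unprinted fluorescence ratio check between 0.5 and 1.5, limit read from the data, passing the limit was not always enough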;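 also: 0% = enzyme with substrate and 100% = substrate without enzyme; some results filed as inactive read as strong as hits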
Target sequence (Q92905 whole entry, looked up, one chain of several): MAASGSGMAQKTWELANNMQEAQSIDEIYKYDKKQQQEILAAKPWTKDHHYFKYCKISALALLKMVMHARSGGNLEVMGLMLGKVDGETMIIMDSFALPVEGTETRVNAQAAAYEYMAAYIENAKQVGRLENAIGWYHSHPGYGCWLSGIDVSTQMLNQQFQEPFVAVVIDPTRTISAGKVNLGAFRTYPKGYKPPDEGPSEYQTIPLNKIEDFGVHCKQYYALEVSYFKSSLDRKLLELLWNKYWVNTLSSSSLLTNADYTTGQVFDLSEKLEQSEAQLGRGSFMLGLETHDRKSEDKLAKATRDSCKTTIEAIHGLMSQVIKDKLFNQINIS
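Schedule: reaction 90 min, room temperature / Assay system: HEK293T-derived human Csn5 enzyme / Input: Csn5 at 0.24 nM final / Measure: inhibition of Csn5 cleavage, % / Control set: substrate-only high control, full reaction low control / Technique: fluorescence polarization of the substrate / Buffer or medium: Tris/NaCl/DTT buffer, pH 7.5 / Reagent: SCFSkp2-Nedd8OG substrate at 10 nM final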
DNMT1 inh – human DNMT1 methyltransferase inhibitors, primary screen, biochemical, molecular beacon, fluorescence, HinP1I cleavage, uHTS; inhibition (reported as % activation of signal), % at 10 µM; actives 0.83% (n = 360,000); AID 588458, 2011; in the data active = inhibition above about 50%
Numbers without * were called inactive; i = inactive; / = not tested or not shown. Hits appear at their usual frequency; any-hit rate near 3.6%.

SMILES | PABP1 MLLE inh | Scp-1 inhibitor | SUMO1 PPI mod | LMPTP inh | Tb MetRS inh | STEP inh | NadD inh | Rpn11 inh | CSN inh | DNMT1 inh
Cc1cc2cc(CN(Cc3ccco3)C(=S)NCC3CCCO3)c(=O)[nH]c2cc1C (stereo not drawn) | -113.2 | -2.1 | -2.8 | -0.4 | -0.2 | -4.3 | 2.5 | i | 2.4 | -2.1
Cc1ccc(SCCNCc2ccco2)cc1 | 8.6 | -0.6 | 2.8 | -2.1 | -0.2 | -0.2 | -4.9 | i | 1.3 | 4.7
CCOC(=O)C1(CCOC)CCN(Cc2ccc(COC)o2)CC1 | 4.0 | 0.9 | -1.2 | -0.4 | -1.4 | 0.7 | 0.3 | i | 2.8 | 3.7
COc1cccc(CC(=O)OCC(=O)NC2(C#N)CCCCC2)c1 | -1.6 | -13.3 | 0.1 | -1.1 | -0.6 | 1.7 | -4.8 | i | -6.5 | 1.1
CCOC(=O)c1c(C)[nH]c(C(=O)COC(=O)c2ccc([N+](=O)[O-])o2)c1C | -8.8 | -2.7 | -14.7 | 0.3 | 0.8 | 1.3 | 0.6 | i | -2.5 | -9.6
CCn1c(CC(=O)Nc2ccccc2)nnc1SCC(=O)Nc1ccccc1C(=O)OC | 3.5 | -5.0 | 1.3 | -1.6 | -0.4 | -0.3 | 0.7 | i | -1.6 | -3.2
CCN(C(=S)NCc1ccccc1)c1cccc2ccccc12 | -99.9 | -9.6 | -2.8 | 1.7 | -0.4 | 0.8 | -3.4 | i | -1.2 | 0.9
Cc1cc(N2CCCCCC2)nc(-c2ccccc2O)n1 | -12.8 | -3.3 | 2.5 | 1.5 | -0.6 | 5.3 | 7.3 | i | -5.4 | -2.2
COc1ccc(NC(=O)Cc2coc3ccc4ccccc4c23)cc1S(=O)(=O)N1CCOCC1 | -13.8 | -7.1 | -2.5 | 2.2 | 0.0 | 1.1 | -7.0 | i | -11.9 | -5.1
C=C(C)[C@@H](O)COc1c2ccoc2cc2oc(=O)ccc12 | -13.4 | -4.4 | -2.2 | 0.1 | 0.4 | 2.0 | -0.2 | i | 1.5 | 8.9
O=C(c1ccc(Cl)cc1Cl)N1CCC(c2nc3c(nnn3Cc3ccco3)c(=O)[nH]2)CC1 | -8.3 | 2.6 | 3.8 | 2.4 | 0.9 | 1.7 | 7.8 | i | 2.3 | -0.7
O=C(c1n[nH]c2ccccc12)N1CCOCC1 | -6.3 | -4.0 | -1.5 | -0.3 | -0.5 | 1.3 | -0.8 | i | -1.5 | -0.2
O=C(CCn1nc(-c2ccccc2)ccc1=O)N1CCOCC1 | 2.0 | -5.2 | -4.9 | -1.4 | -0.2 | -2.9 | -8.2 | i | -2.6 | 2.4
CC(C)C(O)C1CCN(Cc2nc(-c3cccs3)no2)CC1 (stereo not drawn) | -1.8 | -0.3 | 0.1 | 1.4 | 0.8 | 0.2 | 1.7 | i | -4.0 | -0.7
O=C(OCc1cn([C@H]2C[C@H](c3ccc(Cl)cc3)N(CC3CCCCC3)C[C@@H]2O)nn1)c1ccccc1 | -6.8 | / | -3.3 | 1.4 | -1.5 | -2.4 | 3.4 | i | -2.7 | -4.6
CCNc1cc(O)ccc1C | 60.1 | -6.3 | -1.0 | 0.3 | -0.3 | -4.1 | -0.8 | i | -10.8 | -8.7
CCCc1nc2oc3c(Cl)ncnc3c2c2c1CCCC2 | 4.1 | -3.6 | 6.3 | -1.0 | -0.3 | 2.3 | -3.7 | i | -1.3 | 1.3
COc1ccc(CNC(=O)C2CC(C)=C(C)CC2C(=O)O)cc1 (stereo not drawn) | -1.4 | -1.8 | 1.5 | -1.0 | -0.4 | -2.3 | -5.9 | i | -5.3 | -4.0
CC1CCN(C(=O)c2cc(F)c(F)cc2Cl)CC1 | -12.9 | 0.2 | -5.6 | -0.3 | 0.6 | 2.3 | -7.4 | i | 2.4 | 3.3
CC(C)CSc1nc2c(=O)[nH][nH]c(=O)c2n1Cc1ccccc1 | -33.7 | -2.0 | 4.9 | 1.0 | -1.2 | -4.3 | 5.0 | i | -4.2 | 8.3
CCn1c(=O)c2cc(C(=O)Nc3cccc(C(C)=O)c3)sc2c2ccccc21 | -10.1 | -5.4 | -9.0 | -1.0 | -0.2 | 0.6 | -8.7 | i | -1.3 | 30.1
O=C(COc1ccccc1)N1CCN=C1SCc1cccnc1 | 17.3 | -9.2 | -2.0 | -6.1 | 0.4 | -1.9 | 5.2 | i | -0.6 | 1.3
O=C1c2ccsc2SCCN1Cc1ccc(F)cc1 | 3.8 | -7.0 | 2.1 | 0.0 | 3.0 | -2.9 | -4.9 | i | -3.5 | 0.3
COc1ccc(Cn2nc(C)cc2C)cc1OC | -7.0 | -3.1 | -2.1 | -0.5 | -1.1 | -3.2 | -8.3 | i | -0.5 | 5.4
Nc1[nH]c(C(=O)c2ccccc2)c(-c2ccc(Cl)c(F)c2)c1C(=O)NCCc1c[nH]c2ccccc12 | / | / | 0.2 | 2.5 | -0.7 | / | 29.1 | / | -2.1 | /
The list goes on:
SMILES | PABP1 MLLE inh | Scp-1 inhibitor | SUMO1 PPI mod | LMPTP inh | Tb MetRS inh | STEP inh | NadD inh | Rpn11 inh | CSN inh | DNMT1 inh
CCC(=O)Nc1cc2c(cc1Cl)-c1ccccc1C2 | -3.2 | 0.0 | -1.1 | -1.1 | -0.4 | 1.4 | -5.0 | i | -1.6 | 0.5
COc1cc(/C=N/NC(=O)c2cccnc2)ccc1OCC(=O)N1CCOCC1 | -2.4 | 0.7 | -4.1 | -2.2 | -0.1 | 2.8 | -1.1 | i | -14.3 | 1.6
CCCC(=O)NC(C)c1nc2ccccc2[nH]1 (stereo not drawn) | -0.6 | -4.8 | 4.6 | -1.8 | -0.7 | 3.5 | -4.0 | i | -2.5 | -0.5
Cc1cc(OCC(=O)NCCCN2CCCC2=O)c2c(C)cc(=O)oc2c1 | 2.8 | 3.8 | 4.7 | 0.4 | -0.9 | -5.7 | -4.5 | i | 3.7 | 1.5
CC(=O)COc1ccc2c(-c3cccc([N+](=O)[O-])c3)cc(=O)oc2c1 | -13.2 | 0.7 | 6.2 | -1.2 | 0.1 | 0.4 | 2.8 | i | 3.1 | 1.5
CCOC(=O)C1CCN(C(=O)C2CCN(S(=O)(=O)c3cc(Cl)ccc3OCC)CC2)CC1 | 10.2 | -4.2 | 6.5 | -0.3 | -0.1 | 1.9 | 1.9 | i | 0.9 | -1.5
CCC1(CC)Cc2ccccc2-c2nc(NN)[nH]c(=O)c21 | 0.5 | 2.5 | -0.4 | 2.4 | 0.2 | 0.7 | 5.7 | i | -2.1 | -1.7
CC1CCN(C(=O)c2cc3c(=O)n4ccccc4nc3s2)CC1 | -11.6 | -1.2 | -34.1 | -0.2 | 0.1 | 0.9 | 0.7 | i | 8.2 | 1.0
Cc1cc(C)c2c(n1)SCC(=O)N2CC(=O)Nc1c(C)cccc1C | 5.2 | 52.4* | 6.5 | -1.8 | -0.7 | 2.8 | -5.6 | i | -2.5 | 4.0
Cc1nc(-c2ccccc2)sc1C(=O)NN | -15.4 | 1.6 | -5.5 | 0.3 | -0.1 | -0.7 | 1.0 | i | -4.2 | -1.0
Cc1cc(C)c2c(=O)[nH]cnc2n1 | -3.0 | -1.7 | 13.1 | -1.8 | -0.6 | -3.4 | -1.0 | i | -2.3 | 2.2
CN(Cc1c(C(=O)N2CCc3ccccc3C2)nc2ccc(Cl)cn12)C(C1CC1)C1CC1 | 2.1 | -21.5 | -0.5 | -0.1 | -0.5 | 3.8 | -0.9 | i | 1.0 | -4.5
CN1CCN(c2nc3c(c(=O)[nH]c(=O)n3C)n2CC(N)=O)CC1 | -0.8 | -6.8 | 2.6 | -4.4 | 0.1 | -2.0 | 1.1 | i | 6.1 | -7.4
COc1ccc(C2Nc3ccccc3C(=O)N2NS(=O)(=O)c2ccc(C)cc2)cc1 (stereo not drawn) | -7.1 | -0.5 | 0.6 | 0.1 | -1.3 | -0.3 | 3.2 | i | -6.4 | -1.1
COc1cc(CNc2ncnc3c2ncn3[C@H]2CN(CCN3CCOCC3)C[C@@H](CO)O2)cc(OC)c1OC | 5.6 | / | -8.0 | 3.6 | -0.5 | 1.4 | 3.2 | i | -0.6 | 4.2
C=C1c2ccccc2NC(=S)N1Cc1ccc2c(c1)OCO2 | 12.3 | -3.2 | 1.6 | 2.0 | 0.3 | 0.3 | 10.1 | i | -2.7 | -5.6
OC1CCN(C(=S)Nc2ccc(Nc3ccccc3)cc2)CC1 | -83.0 | 0.4 | -1.5 | 2.0 | 0.1 | 4.1 | 4.4 | i | -0.4 | -3.0
C[C@@H](NC(=O)c1nc[nH]c1C(=O)N1CCc2ccccc2C1)c1ccccc1 | -0.9 | -0.2 | 3.4 | 0.3 | 0.2 | -1.6 | 1.4 | i | -0.1 | 4.4
O=C(N[C@H]1CCCCNC1=O)c1cc(COc2ccc(F)cc2F)on1 | 4.4 | -11.0 | -2.4 | 0.9 | -0.1 | -0.7 | 3.5 | i | 0.6 | 3.2
Cc1cccc(N2C(=O)C3CCCN3C2=S)c1C (stereo not drawn) | -16.1 | -9.8 | -0.7 | -1.8 | 0.0 | -3.0 | -3.7 | i | -0.7 | 0.5
